Source: PubChem
SKKanGAS inh – SKKanGAS growth inhibition; 300,000 compounds, 1.3% hits; S. pyogenes SKKanGAS, kanamycin growth, BacTiter-Glo, 6 h; inhibition, % at 7.5 µM; AID 1662;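 active = mean replicate score, as percent of positive control median, at least 50; inconclusive = mean below 50 but one replicate at or above 50; inactive = mean and every replicate below 50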;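 also: strain carries kanamycin resistance gene driven by streptokinase promoter and grows in 40 µg/ml kanamycin; loss of luminescence reflects streptokinase promoter inhibition or plain growth inhibition; 0% = median of DMSO wells and 100% = positive control at its reference dose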
ANO1 block – blocks the mouse calcium-activated chloride channel TMEM16A. 310,000 compounds, 1.2% hits. Q8BHY3. AID 588511. HEK293 TMEM16A/YFP iodide influx fluorescence, ionomycin. normalized B-score (activity score, 25-100; higher = stronger inhibition) at 10 µM;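 active = ratio plate-corrected score three or more library SD toward inhibition, starting fluorescence score within five deviations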;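 also: score derived from kinetic fluorescence span divided by baseline fluorescence per well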
MrgX1 agonist – activates human MrgX1 receptor signaling. Q96LB2. MrgX1-HEK293 cells, Fluo-4 calcium fluorescence, agonist mode; stronger effect = higher value. B-score at 10 µM. 310,000 compounds, 0.44% hits. AID 588627;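 active = calcium response B-score plate-corrected fluorescence ratio at least 3 library SD, with starting fluorescence B-score inside 5 SD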
Target sequence (Q96LB2 whole entry, looked up): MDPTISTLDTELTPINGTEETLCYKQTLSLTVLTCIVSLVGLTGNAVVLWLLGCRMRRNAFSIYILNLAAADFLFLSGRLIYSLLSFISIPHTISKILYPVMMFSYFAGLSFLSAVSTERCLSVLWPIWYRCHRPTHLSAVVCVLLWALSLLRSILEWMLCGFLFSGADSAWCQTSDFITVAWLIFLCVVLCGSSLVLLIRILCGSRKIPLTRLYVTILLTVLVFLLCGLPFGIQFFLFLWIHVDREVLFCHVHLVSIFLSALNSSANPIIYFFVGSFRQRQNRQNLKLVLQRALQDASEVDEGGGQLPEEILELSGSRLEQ
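Test system: Stable human MrgX1 HEK293 cell line | Schedule: Overnight plating before 1 h dye loading | Read-out basis: Baseline-normalised fluorescence change ratio, B-scored | Detection: Kinetic calcium dye fluorescence, Fluo-4 NW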
TRPC6 activator – activates the mouse TRPC6 cation channel. Q61143. HEK293-TRPC6 membrane potential dye fluorescence; stronger effect = higher value. B-score at 10 µM. 310,000 compounds, 0.13% hits;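 active = B-score of the integrated fluorescence ratio above library mean plus 3 SD, and starting fluorescence ratio within library mean plus 5 SD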;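 also: higher score means more depolarization so channel activation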
RGS4 pot – RGS4 potentiation or activation. HEK293 M3R/inducible RGS4, carbachol calcium flux Fluo4; stronger effect = lower value. B-score at 10 µM. 310,000 compounds, 0.92% hits. AID 463111;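 active = B-score of the integrated calcium signal more than 4 SD below the library mean, with starting fluorescence not abnormally high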;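 also: negative B-score means reduced calcium response which marks RGS4 activation or potentiation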
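System – HEK293 FlpIn-TREx cells, stable M3R, doxycycline-inducible RGS4 · Reagent – ECmax carbachol challenge · Times – compound preincubation 20 min at room temperature before agonist · Technique – Fluo4 fluorescence kinetic imaging of calcium · Measure – B score of integrated Fluo4 ratio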
RGS4 block – human RGS4 inhibition. P49798. HEK293 M3R/RGS4 inducible, Fluo-4 calcium flux; stronger effect = higher value; triggered by carbachol at its EC20. B-score at 10 µM. 310,000 compounds, 0.45% hits. AID 463165;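 active = B-score, a plate-corrected calcium signal, over three deviations above library mean, with baseline fluorescence within five deviations of library mean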;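 also: RGS4 expression induced by doxycycline in cells with stable M3 receptor; B-score is computed from the integrated fluorescence ratio over baseline after carbachol; higher B-score means a larger calcium signal and so more RGS4 inhibition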
Target sequence (P49798 whole entry, looked up): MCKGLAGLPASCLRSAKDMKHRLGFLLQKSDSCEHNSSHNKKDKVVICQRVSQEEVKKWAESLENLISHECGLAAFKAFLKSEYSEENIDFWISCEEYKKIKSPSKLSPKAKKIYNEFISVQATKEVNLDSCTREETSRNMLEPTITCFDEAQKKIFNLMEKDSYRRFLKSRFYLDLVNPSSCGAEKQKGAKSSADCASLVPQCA
TMEM16A act – activates or potentiates the mouse TMEM16A chloride channel; HEK293 TMEM16A/YFP-H148Q/I152L, iodide quench fluorescence; stronger effect = lower value; 340,000 compounds, 0.3% hits; B-score at 10 µM; Q8BHY3;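 active = fluorescence-ratio B-score plate-corrected deviation score at least 3 library SD below zero, with starting fluorescence score within 5 deviations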;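 also: channel opened by trigger with iodide after compound preincubation; score built on the fluorescence ratio of max minus min over baseline; more negative score means more quench and so TMEM16A activation or potentiation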
TRPC6 inhibitor – inhibitors of mouse TRPC6 channel; 310,000 compounds, 1.1% hits; HEK293-TRPC6, membrane potential dye, ACh-evoked depolarization; stronger effect = lower value; Q61143; B-score at 10 µM;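 active = B-score under library mean minus 3 SD, initial fluorescence not abnormally high, positive integrated signal ratio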;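 also: B-score derived from integrated fluorescence ratio over the kinetic read; more negative B-score means stronger inhibition of depolarization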
HDAC3 inh – blocks human histone deacetylase 3; AID 2718; O15379; recombinant HDAC3, fluorogenic peptide/trypsin coupled, fluorescence; inhibition, % at 8.3 µM; 320,000 compounds, 0.15% hits; in the data active = inhibition above about 26%, passing the limit was not always enough; inconclusive = no clear call, values can overlap the other calls
Target sequence (O15379 whole entry, looked up): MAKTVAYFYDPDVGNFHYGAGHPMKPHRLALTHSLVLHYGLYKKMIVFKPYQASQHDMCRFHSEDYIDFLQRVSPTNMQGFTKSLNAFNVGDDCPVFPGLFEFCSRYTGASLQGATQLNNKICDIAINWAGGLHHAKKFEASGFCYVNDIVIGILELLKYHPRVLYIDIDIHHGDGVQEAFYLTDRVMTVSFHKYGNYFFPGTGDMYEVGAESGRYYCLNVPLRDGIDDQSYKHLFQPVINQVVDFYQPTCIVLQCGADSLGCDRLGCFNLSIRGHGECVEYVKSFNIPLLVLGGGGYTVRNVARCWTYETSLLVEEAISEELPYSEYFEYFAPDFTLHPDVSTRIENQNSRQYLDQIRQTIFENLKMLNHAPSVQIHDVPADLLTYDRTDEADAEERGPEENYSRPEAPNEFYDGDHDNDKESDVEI
MrgX1 allo act – allosterically activates human MrgX1 receptor signaling; 310,000 compounds, 0.63% hits; B-score at 10 µM; MrgX1-HEK293, Fluo-4 calcium flux, FDSS; stronger effect = higher value; Q96LB2;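 active = plate-corrected calcium response at least 3 library SD above typical, normal starting fluorescence, not activating the receptor alone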;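 also: compound read alongside a low EC10 to EC30 dose of BAM8-22 agonist; peak minus trough fluorescence over baseline measured at the second addition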
MrgX1 antagonist – blocks BAM8-22 activation of human MrgX1 receptor. Q96LB2. B-score at 10 µM. MRGX1-HEK293 calcium flux, Fluo-4, BAM8-22 antagonism; stronger effect = lower value. 310,000 compounds, 1.3% hits. AID 588676;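 active = calcium-response B-score plate-corrected more than 3 library SD below zero, starting fluorescence within 5 deviations, no agonist response on first addition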;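 also: peak minus trough fluorescence over baseline after final BAM8-22 challenge near maximal dose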
* marks the source's active call; other numbers are inactive results; i = inactive; ? = inconclusive; · = not tested or not shown.

entry	SMILES	SKKanGAS inh	ANO1 block	MrgX1 agonist	TRPC6 activator	RGS4 pot	RGS4 block	TMEM16A act	TRPC6 inhibitor	HDAC3 inh	MrgX1 allo act	MrgX1 antagonist
1	CCc1cc2c(C)ccc(C)c2nc1SCC(=O)Nc1cc(C)on1	3	i	i	i	i	i	i	i	-6	i	i
2	CCOc1ccc(S(=O)(=O)N2CCCC(C(=O)NCc3ccncc3)C2)cc1Cl (centres undefined)	-5	i	i	i	i	i	i	i	-3	i	i
3	CCS(=O)(=O)c1ccc2oc(Nc3ccc(C(C)C)cc3)nc2c1	32	i	i	i	i	i	i	i	9	i	i
4	Cc1ccccc1NC(=O)c1cc2c(C)nc3ccccc3c2o1	1	i	i	i	i	i	i	i	-5	i	i
5	O=C(CCS(=O)(=O)Cc1ccc(Cl)cc1)NCCCN1CCOCC1	2	i	i	i	i	i	i	i	-5	i	i
6	COCCN1C(=O)c2ccc(C(=O)O)cc2C1=O	8	i	i	i	i	i	i	i	-8	i	i
7	Cc1cc(NC(=O)c2ccc(Cl)c(S(=O)(=O)N3CCCCC3)c2)no1	-4	i	i	i	i	i	i	i	-12	i	i
8	CC(/C=N/Nc1ncc(C)c(=O)[nH]1)=C\c1ccccc1	-6	i	i	i	i	i	i	i	4	i	i
9	CCOc1ccc(NC(=O)c2ccc(NCC(=O)N3CCCCCC3)cc2)cc1	4	i	i	i	i	i	i	i	4	i	i
10	Cc1ccc(C(=O)NCC(=O)OCC(=O)N2CCCc3ccccc32)cc1	-24	i	i	i	i	i	i	i	-17	i	i
11	CC(NC(=O)c1cc2c(cc1Cl)N1CCCCCC1=NS2(=O)=O)c1ccc(S(N)(=O)=O)cc1 (centres undefined)	-4	i	i	i	i	i	i	i	6	i	i
12	COC(=O)c1ccc(C(=O)OC)c(NC(=S)N2CCN(C(=O)C3CCCO3)CC2)c1 (centres undefined)	0	i	i	i	i	i	i	i	4	i	i
13	Cc1ccc2nc3c(cc(C(=O)NCCN4CCOCC4)c(=N)n3CCCN3CCOCC3)c(=O)n2c1	-1	i	i	i	i	i	i	-7.5*	3	i	i
14	COc1ccc2[nH]cc(/C=N/NS(=O)(=O)c3ccc(C)cc3)c2c1	-10	25*	i	i	i	i	i	i	·	i	i
15	COC(=O)C1=C(C)NC(=O)NC1c1ccc(OC(=O)c2ccco2)cc1 (centres undefined)	-1	i	i	i	i	i	i	i	5	i	i
16	COC(=O)C1=C(C)NC(=O)NC1c1ccccc1 (centres undefined)	6	i	i	i	i	i	i	i	-5	i	i
17	CSCCC(=O)NC1CCCN(CCc2ccccc2)C1 (centres undefined)	-4	i	i	i	i	i	i	i	2	i	i
18	Nc1nnc(COc2ccccc2)s1	0	i	i	i	i	i	i	i	8	i	i
19	CC(NC(=O)CSc1ncccc1C(=O)O)C1CC2CCC1C2 (centres undefined)	-9	i	i	i	i	i	i	i	-7	i	i
20	CC(C)c1csc(CN2CCCC(CCC(=O)NCc3ccccc3F)C2)n1 (centres undefined)	-1	i	i	i	i	i	i	i	0	i	i

entry	SMILES	SKKanGAS inh	ANO1 block	MrgX1 agonist	TRPC6 activator	RGS4 pot	RGS4 block	TMEM16A act	TRPC6 inhibitor	HDAC3 inh	MrgX1 allo act	MrgX1 antagonist
21	CCN1CCN(CCCNC(=O)CCC(=O)N2CC(C)Oc3ccc(C)cc32)CC1 (centres undefined)	3	i	i	i	i	i	i	i	1	i	i
22	O=S(=O)(c1ccc(-c2n[nH]c(=S)o2)cc1)N1CCCCC1	7	i	i	i	i	i	i	i	-4	i	i
23	CN1C2=CC=CC=CC2=[N+](C)C12C([N+](=O)[O-])=CC(=[N+]([O-])[O-])C=C2[N+](=O)[O-] (centres undefined)	12	i	i	i	i	i	i	i	-1	i	i
24	CCCN(C(=O)c1ccco1)c1nnc(-c2ccccc2C)s1	-6	i	i	i	i	i	i	i	1	i	i
25	CCOc1ccccc1C(=O)N1CCN=C1SC	6	i	i	i	i	i	i	i	-2	i	i
26	O=C1CN(C(=O)c2c(F)cccc2F)C(c2ccc(F)cc2)c2cc(Br)ccc2N1 (centres undefined)	-1	i	i	i	i	i	i	i	1	i	i
27	Cc1ccc(C)c(NC(=O)CCN2CC(C)CC(C)C2)c1 (centres undefined)	-3	i	i	i	i	i	i	i	-2	i	i
28	COc1ccccc1N(CC(=O)Nc1cc(C)on1)S(=O)(=O)c1ccc(Cl)cc1	4	i	i	i	i	i	i	i	?	i	i
29	CCOC(=O)c1c(NC(=O)C2COc3ccccc3O2)sc2c1CC(C)(C)NC2(C)C (centres undefined)	4	i	i	i	i	i	i	i	-6	i	i
30	CN1CCC(NC(=O)Cc2c(F)cccc2Cl)CC1	-5	i	i	i	i	i	i	i	0	i	i
31	CCOc1ccc(C(=O)NNC(=O)c2cc(C)oc2C)cc1	-5	i	i	i	i	i	i	i	·	i	i
32	CCN(CC(=O)Nc1cc(S(=O)(=O)N2CCCCC2)ccc1C)Cc1ccccc1	-3	i	i	i	i	i	i	i	2	i	i
33	CC(C)NC(=O)[C@@H]1CSC2c3ccccc3C(=O)N21 (some centres undefined)	-6	i	i	i	i	i	·	i	-10	i	i
34	Cc1cc(C)n(-c2ccc(C(=O)OCC(=O)Nc3cc(Cl)ccc3[N+](=O)[O-])cc2)n1	-6	i	i	i	i	i	i	i	2	i	i
35	O=C(NCc1ccco1)c1ccccc1NS(=O)(=O)c1cccs1	1	i	i	i	i	i	i	i	0	i	i
36	COc1ccc(S(=O)(=O)N(C)c2ccc(C(=O)N3CCCC3)cc2)cc1	-6	i	i	i	i	i	i	i	-1	i	i
37	Cc1ccc(N=Nc2c(C)[nH]n(-c3ccccc3)c2=O)cc1	-9	i	i	i	i	i	i	i	-1	i	i
38	COc1ccc(C2c3c(ccc4ccccc34)Oc3ncn4nc(Cc5ccccc5)nc4c32)cc1OC (centres undefined)	22	i	i	i	i	i	i	i	·	i	i
39	O=C(Nc1cccc(F)c1)NC1(C(=O)NCC2CCCO2)CCCCC1 (centres undefined)	3	i	i	i	i	i	i	i	1	i	i
40	CCOc1ccc(Cc2c(Cl)nc(SC)nc2OC)cc1	?	i	i	i	i	i	i	i	1	i	i

entry	SMILES	SKKanGAS inh	ANO1 block	MrgX1 agonist	TRPC6 activator	RGS4 pot	RGS4 block	TMEM16A act	TRPC6 inhibitor	HDAC3 inh	MrgX1 allo act	MrgX1 antagonist
41	COc1ccc(C)cc1S(=O)(=O)N(CC(=O)NCc1ccc(Cl)cc1)Cc1ccccc1	9	i	i	i	i	i	i	i	6	i	i
42	CCN(CC)CCOC(=O)c1ccc(NC(=O)CNC(=O)c2ccccc2)cc1	3	i	i	i	i	i	i	i	1	i	i
43	Cn1c(=O)oc2cc(S(=O)(=O)Nc3ccc4c(c3)OCCO4)ccc21	9	i	i	i	i	i	i	i	-12	i	i
44	CCC1Sc2ccccc2N(CC(=O)NCc2ccccc2OC)C1=O (centres undefined)	-6	i	i	i	i	i	i	i	1	i	i
45	CCc1ccccc1NC(=O)NCCN1CCCCC1	-5	i	i	i	i	i	i	i	-4	i	i
46	O=C(CN1C(=O)c2ccccc2S1(=O)=O)NC1CCCC1	-2	i	i	i	i	i	i	i	0	i	i
47	Cc1ccc(C(=O)N/C(=C\c2ccc(F)cc2)C(=O)NCCN2CCOCC2)cc1	3	i	i	i	i	i	i	i	9	i	i
48	O=C(C=C=Nc1ccccc1)C(=O)N=C=Cc1ccccc1	2	i	i	i	i	i	i	i	·	i	i
49	COc1ccc(/C=N\NC(=O)c2cc(O)c(O)c(O)c2)cc1CN1CCN(c2ccc(F)cc2)CC1	-4	i	i	i	i	i	i	i	6	i	i
50	Cc1nc(S/C(=C/c2ccc(-c3ccc(Cl)cc3)o2)C(=O)O)n[nH]1	10	i	i	i	i	i	i	i	0	i	i
51	O=[N+]([O-])c1ccc(-c2ccc(/C=N/c3c(-c4ccco4)nc4ccccn34)o2)c(Cl)c1	-5	·	·	i	i	i	·	i	·	·	·
52	CC(C)CCC1(C)NC(=O)N(CC(=O)c2ccc[nH]2)C1=O (centres undefined)	5	i	i	i	i	i	i	i	1	i	i
53	CC(C)(C)c1ccc(C(=O)NC(=S)NCc2ccco2)cc1	·	i	i	i	i	i	i	i	10	i	i
54	COc1ccc(NC(=O)CNC(=O)c2nn(-c3ccc(OC)c(Cl)c3)c(=O)c3ccccc23)c(OC)c1	17	i	i	i	i	i	i	i	-5	i	i
55	CCCCn1c(N)c(N(CCOC)C(=O)COC(=O)COc2c(C)cccc2C)c(=O)[nH]c1=O	2	i	i	i	i	i	i	i	-3	i	i
56	CC(=O)Nc1ccc(N2C(=O)CSC2c2cccc([N+](=O)[O-])c2)cc1 (centres undefined)	-3	i	i	i	i	i	i	i	10	i	i
57	COc1ccc(-c2oc3ncn(CCN4CCOCC4)c(=N)c3c2-c2ccc(OC)cc2)cc1	2	i	i	i	i	i	i	i	4	i	i
58	Cc1cc(NC(=O)CSc2cn(CCNC(=O)c3ccc(F)cc3)c3ccccc23)no1	7	i	i	i	-7.7*	i	i	i	-2	i	i
59	c1ccc(OCC2CCNCC2)nc1	-1	i	i	i	i	i	i	i	2	i	i
60	Cc1[nH]c2ccccc2c1C(c1ccncc1)N1CCN(c2ccc(F)cc2)CC1 (centres undefined)	0	i	i	i	i	i	i	i	-4	i	i

entry	SMILES	SKKanGAS inh	ANO1 block	MrgX1 agonist	TRPC6 activator	RGS4 pot	RGS4 block	TMEM16A act	TRPC6 inhibitor	HDAC3 inh	MrgX1 allo act	MrgX1 antagonist
61	COc1ccc([N+](=O)[O-])cc1NC(=O)c1csc(C)c1	-1	i	i	i	i	i	i	i	0	i	i
62	Cc1c(O)c(=O)c2ccccc2n1C	3	i	i	i	i	i	i	i	-187	i	i
63	Nc1ccccc1Nc1cc(-c2ccccc2)nn1-c1ccccc1	7	i	i	i	i	i	i	i	-3	i	i
64	CC1CC(C)CN(C(=O)CCCNC(=O)c2ccc(Cl)cc2)C1 (centres undefined)	-1	i	i	i	i	i	i	i	3	i	i
65	COc1ccc2[nH]cc(CCNC(=O)Cc3ccc(F)cc3)c2c1	-4	i	i	i	i	i	i	i	2	i	i
66	CSc1ccccc1NC(=O)Nc1ccccc1Cl	2	i	i	i	i	i	i	i	-6	i	i
